Screening results deposited in PubChem BioAssay by National Center for Advancing Translational Sciences (NCATS).
Nrf2 activator – activates Nrf2 signaling. AREc32 ARE-luciferase reporter (MCF7-derived line), luminescence, 24 h. Potency, µM (highest dose often 46.1 µM), for the others: at the highest dose activation, hits mostly activators. 410,000 compounds, 0.31% hits. AID 624171; further: potency means the concentration at half of the fitted maximal effect; % of control where 0% means no effect; nearly all actives have a fitted effect of over 65% in size
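AREc32 cells carrying an ARE-driven firefly luciferase reporter were seeded at 1000 cells/well in OPTI-MEM with 5% FBS, then exposed to compound for 24 hr at 37 deg C. Luminescence was read with Steady-Glo after 30 min at RT.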
A549 tox – A549 cytotoxicity, counter-screen for Nrf2 inhibitors; A549 ARE-Fluc cells, CellTiter-Fluor viability, 18-24 h; Potency, µM (doses to about 46 µM), for inactives: at the highest dose activity change, negative = cytotoxicity, most hits filed as inhibitors; 390,000 compounds, 0.16% hits; further: potency means the concentration at half of the fitted maximal effect; on the % scale 0 is the no-effect control and ±100 the full control effect
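A549 ARE-Fluc cells in 5% FBS OPTI-MEM, 5000 cells/well, rested 2 h then exposed to compounds in concentration-response for 18-24 h at 37 °C. Viability by CellTiter-Fluor fluorescence (Ex 405/Em 525) after 30 min; luciferase luminescence (BugLite, 15 min, RT) read afterwards.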
EPAC2 agonist – EPAC2 (human) agonism | EPAC2 activation, biochemical qHTS; response scale: 100% = 6.5 mM cAMP response | Potency, µM (top dose mostly 154 µM), for inactives: at the highest dose activation, hits mostly activators | 360,000 compounds, 0.079% hits | AID 720711; further: potency means the concentration at half of the fitted maximal effect; nearly all actives have a fitted effect of over 50% in size
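Setup: EPAC2 100 nM, labeled Rap1B complex 250 nM, free GDP 50 uM. Compound titrations pinned in, brief spin, 5 min room temperature incubation. Kinetic fluorescence read over 30 min, normalized to 6.5 mM cAMP.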
pAkt inh – inhibitors of Akt phosphorylation; Neuro2A IGF-stimulated pAkt S473 HTRF, 20 min; hits give low values; activity change, % for hits at 50 µM; 360,000 compounds, 0.32% hits; AID 651550; in the data active means activity change below about -80%; inconclusive means mostly about -51% to -80%; further: on the % scale 0 is the no-effect control and ±100 the full control effect
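Neuro2A cells (4,500/well, DMEM with 0.5% FBS) were treated with compound at a single 50 µM final concentration, stimulated with 6 nM IGF for 20 min at 37 °C, and lysed. Phospho-Akt Ser473 was read by HTRF as 665/615 ratio ×10^4.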
CCT modulator – changes cytosolic chaperonin activity | 360,000 compounds, 0.3% hits | AID 651819 | purified chaperonin ATPase assay, HTRF ADP detection, 30 min | activity change, % (concentration not given with the values), hits read low; in the data active means activity change below about -30%; further: on the % scale 0 is the no-effect control and ±100 the full control effect
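ATPase activity: ADP formed was measured by HTRF Transcreener (665/615 nm ratio) after 30 min at 37 deg C with 10 uM ATP. Compounds screened at one 76 uM concentration against 40 or 20 nM TRiC in Tris pH 7.4/KCl/MgCl2/DTT buffer.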
EPAC2 antag – antagonists of human EPAC2 | Potency, µM (top dose mostly 114 µM), for the others: top-dose activity, negative = inhibition, actives largely listed as inhibitors | EPAC2 GEF exchange of Rap1B-BODIPY-GDP, fluorescence | 360,000 compounds, 0.18% hits; further: potency means the concentration at half of the fitted maximal effect; on the % scale 0 is the no-effect control and ±100 the full control effect; nearly all actives have a fitted effect of over 45% in size; many of its hits are not listed in these tables
MmCpn inh – M. maripaludis TRiC chaperonin inhibition; Potency, µM (series often up to 76.9 µM), for inactives: at the highest dose activity, negative = inhibition, actives largely listed as inhibitors; purified Mm-Cpn ATPase, ADP Transcreener TR-FRET; 330,000 compounds, 0.031% hits; further: potency means the concentration at half of the fitted maximal effect; on the % scale 0 is the no-effect control and ±100 the full control effect; nearly all actives have a fitted effect of over 80% in size
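ATP (10 uM final) was added to archaeal chaperonin (25 nM final) after 10 min exposure to test compound at 37°C; after 30 min further incubation, ADP was detected by competitive TR-FRET.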
Nrf2 inh – blocks Nrf2 signaling; Potency, µM (highest dose often 46 µM), without a hit: at the top dose activity change, negative = inhibition, hits mostly inhibitors; 360,000 compounds, 2.1% hits; A549 ARE-Fluc reporter, luciferase luminescence, 18-24 h; further: potency means the concentration at half of the fitted maximal effect; on the % scale 0 is the no-effect control and ±100 the full control effect; nearly all actives have a fitted effect of over 60% in size
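Two sequential reads on A549 ARE_Fluc cells exposed to compound for 18-24 h: a CellTiter-Fluor fluorescence read for viability, then a luciferase luminescence read for Nrf2/ARE activity.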
TGFb inhibitor – inhibitors of TGF-b signaling; HepG2 CAGA-GFP TGF-b/SMAD3 reporter, GFP fluorescence, 18 h; TGF-beta stimulated, 500 pg/mL final; Potency, µM (series often up to 46.1 µM), inactives show at the highest dose activity, negative = inhibition, actives largely listed as inhibitors; 410,000 compounds, 1.2% hits; AID 588855; further: potency means the concentration at half of the fitted maximal effect; on the % scale 0 is the no-effect control and ±100 the full control effect; nearly all actives have a fitted effect of over 65% in size
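HEPG2 CAGA-GFP reporter cells (1000/well, DMEM with 1% FBS) received compounds, then recombinant TGF-beta at 500 pg/mL final for 18 hours at 37 degrees C. Per-cell GFP summed per well was normalised to unstimulated and stimulated DMSO controls before curve fitting.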
* = called active by the depositor. Unless noted, the call rests on the fitted dose curve; in most records, active means well fitted curve in the direction sought with a large enough effect; inconclusive means small, poorly fitted or top-dose-only effect, or another doubt; inactive means no such curve, though single readings can be large; an effect the other way counts as inactive or inconclusive. Not all compounds are listed. The share of hits here may be higher or lower than overall.

`O=C(Nc1ccc(S(=O)(=O)NC2CCCCC2)cc1)c1ccco1` gave Nrf2 activator 2.9%, A549 tox -5%, EPAC2 agonist -3%, pAkt inh inactive, CCT modulator -3.3, EPAC2 antag 13%, MmCpn inh 0%, Nrf2 inh inconclusive and TGFb inhibitor -6%.
For Cc1c(Cc2ccccc2)c(=O)[nH]c(=O)n1C the results were Nrf2 activator 2.5%, A549 tox 2%, EPAC2 agonist 5%, pAkt inh inactive, CCT modulator -21, EPAC2 antag 7%, Nrf2 inh -11% and TGFb inhibitor 11%.
CN(C)CCn1c(N)nc2ccccc21 was read as Nrf2 activator -0.3%, A549 tox -19%, EPAC2 agonist 5%, pAkt inh inactive, CCT modulator -0.2, EPAC2 antag 6%, MmCpn inh 1%, Nrf2 inh 4% and TGFb inhibitor 11%.
CCN1CCN(C(=O)C2CCCN(S(=O)(=O)c3cccc4nsnc34)C2)CC1 (stereo not given) was read as Nrf2 activator -0.3%, A549 tox 15%, EPAC2 agonist 11%, pAkt inh inactive, CCT modulator -2.5, EPAC2 antag 2%, MmCpn inh 3%, Nrf2 inh inconclusive and TGFb inhibitor inconclusive.
Clc1ccc(CNc2ncnc3[nH]ncc23)c(Cl)c1 was read as Nrf2 activator 0.4%, A549 tox -14%, EPAC2 agonist 10%, pAkt inh inactive, CCT modulator 0.5, EPAC2 antag -13%, Nrf2 inh 23µM* and TGFb inhibitor 1%.
COc1cccc(NC(=O)CSc2nnc(Cc3cccs3)n2-c2ccc(C)cc2)c1 was read as Nrf2 activator 0.6%, A549 tox -14%, EPAC2 agonist 12%, CCT modulator -4.1, EPAC2 antag -11%, MmCpn inh 1% and TGFb inhibitor -8%.
For Cc1occc1-c1nnc(SCC(=O)c2c[nH]c3ccccc23)n1C the results were Nrf2 activator 1.1%, A549 tox -1%, EPAC2 agonist -8%, pAkt inh inactive, CCT modulator 0.3, EPAC2 antag 6%, MmCpn inh 2%, Nrf2 inh -23% and TGFb inhibitor -6%.
For COc1ccc(C(C)NC(=O)CC23CC4CC(CC(C4)C2)C3)cc1 (stereo not given) the results were Nrf2 activator 1.9%, A549 tox -1%, EPAC2 agonist 11%, pAkt inh inactive, CCT modulator 0.6, EPAC2 antag -11%, MmCpn inh 1%, Nrf2 inh 0% and TGFb inhibitor 1%.
For COc1cccc(COC(=O)Nc2ccccc2F)c1 the results were Nrf2 activator 3.4%, A549 tox -7%, EPAC2 agonist 9%, pAkt inh inactive, CCT modulator 1.9, EPAC2 antag -16%, MmCpn inh 1%, Nrf2 inh inconclusive and TGFb inhibitor -9%.
Screening CCOC(=O)NC1=NCC(C)(C)S1 returned Nrf2 activator -0.2%, A549 tox -1%, EPAC2 agonist 0%, pAkt inh inactive, CCT modulator 1.8, EPAC2 antag -1%, Nrf2 inh 9% and TGFb inhibitor -3%.
Screening O=c1ccc(Cl)nn1-c1ccccc1 returned Nrf2 activator 0.1%, A549 tox 4%, EPAC2 agonist 7%, pAkt inh inactive, CCT modulator 2.3, EPAC2 antag 6%, Nrf2 inh 7% and TGFb inhibitor -15%.
CCOCCOC(=O)C1=C(C)NC(=O)NC1c1cc2c(cc1Br)OCO2 (stereo not given) was read as Nrf2 activator 1.1%, A549 tox inconclusive, EPAC2 agonist 10%, pAkt inh inactive, CCT modulator -2.8, EPAC2 antag -10%, MmCpn inh 1%, Nrf2 inh inconclusive and TGFb inhibitor -1%.
Screening COc1cccc(CNS(=O)(=O)c2c(C(=O)N3CCCCC3)c(C)n(C)c2C)c1 returned Nrf2 activator -0.7%, A549 tox -4%, EPAC2 agonist -10%, pAkt inh inactive, CCT modulator -1.1, EPAC2 antag -7%, MmCpn inh 2%, Nrf2 inh -8% and TGFb inhibitor -1%.
`CCC(=O)N(Cc1cc(=O)[nH]c2ccccc12)c1ccccc1C` gave Nrf2 activator 2.3%, A549 tox 3%, EPAC2 agonist 0%, pAkt inh inactive, CCT modulator -1.7, EPAC2 antag -5%, MmCpn inh -9%, Nrf2 inh -4% and TGFb inhibitor -22%.
For CC(=O)N/N=C(\C)c1cccc(C(F)(F)F)c1 the results were Nrf2 activator -0.5%, A549 tox 6%, EPAC2 agonist -18%, pAkt inh inactive, CCT modulator 0.3, EPAC2 antag -1%, MmCpn inh 0%, Nrf2 inh 11% and TGFb inhibitor -3%.
Screening CCCN(Cc1nnc(-c2ccccc2Cl)o1)C(=O)c1cccc(S(=O)(=O)N2CCOCC2)c1 returned Nrf2 activator 0.6%, A549 tox 0%, EPAC2 agonist 7%, pAkt inh inactive, CCT modulator -0.1, EPAC2 antag 1%, MmCpn inh -3%, Nrf2 inh -23% and TGFb inhibitor -23%.
Cc1ccccc1C(=O)N/N=C/c1ccc(Sc2ccccn2)o1 was read as Nrf2 activator 0.7%, A549 tox -3%, EPAC2 agonist -4%, pAkt inh inactive, CCT modulator 2.2, EPAC2 antag -25%, MmCpn inh 0%, Nrf2 inh -13% and TGFb inhibitor 0%.
Cc1cc(C)nc(SCc2nnc(SCC(=O)Nc3nc(-c4ccccc4)cs3)n2-c2ccccc2)n1 was read as Nrf2 activator -0.7%, A549 tox -16%, EPAC2 agonist -7%, pAkt inh inactive, CCT modulator -0.4, EPAC2 antag -4%, MmCpn inh 0%, Nrf2 inh inconclusive and TGFb inhibitor 0%.
For Cc1[nH]ncc1Nc1ccccc1C(C)C the results were Nrf2 activator -0.9%, EPAC2 agonist 4%, pAkt inh inactive, CCT modulator 0.3, EPAC2 antag -7% and TGFb inhibitor inconclusive.
`COc1ccc(OC)c(NC(=O)CN2C(=O)NC3(CCOc4ccccc43)C2=O)c1` (stereo not given) gave Nrf2 activator 2.7%, A549 tox 0%, EPAC2 agonist 8%, pAkt inh inactive, CCT modulator 0.2, EPAC2 antag -1%, MmCpn inh inconclusive, Nrf2 inh -15% and TGFb inhibitor 6%.
O=C(CN1CCN(Cc2ccccc2Cl)C1=O)NCc1ccccn1 was read as Nrf2 activator 0.2%, A549 tox 3%, EPAC2 agonist 4%, pAkt inh inactive, CCT modulator -0.1, EPAC2 antag 9%, MmCpn inh 0%, Nrf2 inh inconclusive and TGFb inhibitor 8%.
`Cc1sc2nc(CSCC(=O)Nc3ccc(OC(F)F)cc3)[nH]c(=O)c2c1C` gave Nrf2 activator -0.2%, A549 tox -6%, EPAC2 agonist -7%, pAkt inh inactive, CCT modulator -0.9, EPAC2 antag -9%, MmCpn inh 0%, Nrf2 inh -11% and TGFb inhibitor 2%.
For CN(Cc1ccccc1)C(=O)c1cccc(C(=O)N(C)Cc2ccccc2)c1 the results were Nrf2 activator -0.6%, A549 tox -1%, EPAC2 agonist 9%, pAkt inh inactive, CCT modulator -3.1, EPAC2 antag 2%, MmCpn inh 0%, Nrf2 inh -22% and TGFb inhibitor 0%.
`O=C(c1c[nH]c2ccccc12)C(F)(F)F` gave Nrf2 activator 0.7%, A549 tox 6%, EPAC2 agonist 3%, pAkt inh inactive, CCT modulator 1.2, EPAC2 antag -10%, MmCpn inh 4%, Nrf2 inh 11% and TGFb inhibitor -16%.
For O=[N+]([O-])c1cccnc1Oc1ccc(F)cc1F the results were Nrf2 activator -0.8%, A549 tox -2%, EPAC2 agonist 7%, pAkt inh inactive, CCT modulator -1.4, EPAC2 antag -8%, MmCpn inh 2%, Nrf2 inh 1% and TGFb inhibitor 0%.
`CCCCCN1N=C(C)CC1=O` gave Nrf2 activator 19%, A549 tox 7%, EPAC2 agonist 3%, pAkt inh inactive, CCT modulator -0.9, EPAC2 antag 3%, MmCpn inh -5%, Nrf2 inh 10% and TGFb inhibitor inconclusive.
O=C(Nc1ccnn1C1CCN(C(=O)c2cccc(Cl)c2)CC1)C1CCOC1 (stereo not given) was read as Nrf2 activator -0.7%, A549 tox 3%, EPAC2 agonist 6%, pAkt inh inactive, CCT modulator -2.6, EPAC2 antag 12%, MmCpn inh -5%, Nrf2 inh 6% and TGFb inhibitor 0%.
`CC(=O)NC(Cc1ccccc1F)C(=O)NC1CCN(C(=O)Nc2ccc(C)cc2)CC1` (stereo not given) gave Nrf2 activator -0.7%, A549 tox 0%, EPAC2 agonist 8%, pAkt inh inactive, CCT modulator -0.8, EPAC2 antag 1%, MmCpn inh -12%, Nrf2 inh 8% and TGFb inhibitor inconclusive.
Screening CC1(C)CC2CC(C)(CN2C(=O)COC(=O)c2ccccc2C(F)(F)F)C1 (stereo not given) returned Nrf2 activator -0.4%, A549 tox -14%, EPAC2 agonist -6%, pAkt inh inactive, CCT modulator -1.9, EPAC2 antag inconclusive, MmCpn inh -3%, Nrf2 inh 3.7µM* and TGFb inhibitor 0%.

Looked up by structure from the entries so far (3):
`CC(=O)NC(Cc1ccccc1F)C(=O)NC1CCN(C(=O)Nc2ccc(C)cc2)CC1` (stereo not given) gave Nrf2 activator -0.7%, A549 tox 0%, EPAC2 agonist 8%, pAkt inh inactive, CCT modulator -0.8, EPAC2 antag 1%, MmCpn inh -12%, Nrf2 inh 8% and TGFb inhibitor inconclusive.
`O=C(c1c[nH]c2ccccc12)C(F)(F)F` gave Nrf2 activator 0.7%, A549 tox 6%, EPAC2 agonist 3%, pAkt inh inactive, CCT modulator 1.2, EPAC2 antag -10%, MmCpn inh 4%, Nrf2 inh 11% and TGFb inhibitor -16%.
For CN(Cc1ccccc1)C(=O)c1cccc(C(=O)N(C)Cc2ccccc2)c1 the results were Nrf2 activator -0.6%, A549 tox -1%, EPAC2 agonist 9%, pAkt inh inactive, CCT modulator -3.1, EPAC2 antag 2%, MmCpn inh 0%, Nrf2 inh -22% and TGFb inhibitor 0%.
